Pol eta inh = inhibitors of human DNA polymerase eta; Potency, µM (top dose mostly 114 µM), without a hit: top-dose activity change, negative = inhibition, actives largely listed as inhibitors; recombinant Pol eta, fluorescent DNA replication assay; AID 588591; 1.2% of 390,000 active; also: % is scaled to controls: 0 for no effect and ±100 for the full control effect
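Fluorescent replication assay: 50 nM final substrate added after a 15 min room-temperature compound preincubation with 10 nM enzyme. Signal taken at 0 min and again at 10 min.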
Apoferritin bind = binds horse apoferritin like a general anesthetic; P02791; apoferritin/1-aminoanthracene competitive binding, fluorescence; Potency, µM (titrated, usually from 77.5 µM), inactives show top-dose activity change, negative = displacement, usual class: inhibitors; 0.074% of 350,000 active; AID 485281; also: % is scaled to controls: 0 for no effect and ±100 for the full control effect; nearly all actives have a fitted effect of over 20% in size
Target sequence (P02791 2-175 limits assumed): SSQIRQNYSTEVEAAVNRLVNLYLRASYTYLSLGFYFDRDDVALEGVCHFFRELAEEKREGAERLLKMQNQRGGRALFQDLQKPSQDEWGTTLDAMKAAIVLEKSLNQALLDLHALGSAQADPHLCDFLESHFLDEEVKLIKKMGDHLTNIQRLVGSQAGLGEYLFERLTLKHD
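Apoferritin-based anesthetic binding model; compound displacement of fluorescent 1-AMA measured as endpoint fluorescence after 10 minutes at room temperature, scaled to free-ligand and complex controls.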
Pol kappa inh = DNA polymerase kappa (human) inhibition; Potency, µM (series often up to 107 µM), for the others: at the top dose activity, negative = inhibition, usual class: inhibitors; 0.53% of 400,000 active; Q9UBT6; purified Pol kappa, fluorescent DNA synthesis assay, 10 min; also: % is scaled to controls: 0 for no effect and ±100 for the full control effect
Target sequence (Q9UBT6 whole entry, looked up): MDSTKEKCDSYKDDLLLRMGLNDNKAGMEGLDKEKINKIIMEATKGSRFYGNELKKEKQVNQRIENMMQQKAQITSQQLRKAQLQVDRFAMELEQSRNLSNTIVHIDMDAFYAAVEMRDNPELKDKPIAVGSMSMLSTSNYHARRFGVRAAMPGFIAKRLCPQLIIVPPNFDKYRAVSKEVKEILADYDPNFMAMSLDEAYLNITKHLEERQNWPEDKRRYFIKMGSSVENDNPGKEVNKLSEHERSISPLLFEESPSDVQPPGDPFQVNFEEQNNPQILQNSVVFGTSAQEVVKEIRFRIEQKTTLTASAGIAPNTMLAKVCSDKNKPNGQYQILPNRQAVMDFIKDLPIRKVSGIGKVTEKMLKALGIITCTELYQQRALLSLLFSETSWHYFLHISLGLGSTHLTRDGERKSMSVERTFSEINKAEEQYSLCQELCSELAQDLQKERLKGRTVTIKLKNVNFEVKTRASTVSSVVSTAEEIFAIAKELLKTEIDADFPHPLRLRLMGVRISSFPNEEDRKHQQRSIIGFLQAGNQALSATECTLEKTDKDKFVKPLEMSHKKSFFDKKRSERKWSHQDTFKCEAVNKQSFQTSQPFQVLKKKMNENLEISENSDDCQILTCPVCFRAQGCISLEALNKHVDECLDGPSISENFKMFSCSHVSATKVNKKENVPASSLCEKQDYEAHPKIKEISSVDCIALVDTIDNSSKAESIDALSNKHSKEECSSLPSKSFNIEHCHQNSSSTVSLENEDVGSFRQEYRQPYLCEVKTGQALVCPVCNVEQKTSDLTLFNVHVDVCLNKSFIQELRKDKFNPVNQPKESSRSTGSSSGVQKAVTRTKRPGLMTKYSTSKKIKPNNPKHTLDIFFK
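Activity was followed as the change in fluorescence between reads at 0 and 10 min after starting the reaction with 50 nM substrate. Beforehand, 10 nM polymerase had been preincubated with compound for 15 min at room temperature.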
G9a inh = blocks human histone lysine methyltransferase G9a. 8.8% of 350,000 active. G9a H3K9 monomethylation, AlphaScreen, 2 h. Potency, µM (titrated, usually from 102 µM), without a hit: at the highest dose activity, negative = inhibition, most hits filed as inhibitors. Q96KQ7; also: % is scaled to controls: 0 for no effect and ±100 for the full control effect; nearly all actives have a fitted effect of over 75% in size
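AlphaScreen read-out: biotin-H3K9 peptide (500 nM) methylation by 20 nM enzyme with 20 uM SAM, 2 h at room temperature after 15 min compound preincubation; anti-monomethyl H3K9 antibody plus donor/acceptor beads, 10 min dark.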
Pol iota inh = blocks human DNA polymerase iota activity. Pol iota fluorescent replication assay, 10 min. Q9UNA4. Potency, µM (doses to about 115 µM), inactives show top-dose activity, negative = inhibition, usual class: inhibitors. 1% of 390,000 active
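Pol iota at 10 nM preincubated 15 min with compounds at room temperature; reaction started with fluorescent substrate, 50 nM final. Fluorescence read kinetically at 0 and 10 min; buffer-only wells as negative control.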
POLB inh = blocks human DNA polymerase beta activity; Pol beta primer extension/strand displacement, fluorescence kinetic; Potency, µM (top dose mostly 114 µM), inactives show at the highest dose activity change, negative = inhibition, hits mostly inhibitors; 1.3% of 340,000 active; also: % is scaled to controls: 0 for no effect and ±100 for the full control effect
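Enzyme-only controls used 10 nM Pol beta; buffer lacking enzyme served as negative control. Compound preincubated 15 min, then 50 nM substrate added; 0 and 10 min reads at room temperature.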
APE1 inh = inhibitors of human APE1 endonuclease. 0.35% of 350,000 active. recombinant APE1, TAMRA/BHQ-2 abasic DNA cleavage fluorescence. P27695. Potency, µM (doses to about 65.8 µM), without a hit: top-dose activity change, negative = inhibition, hits mostly inhibitors. AID 2517;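 also: plate controls were vehicle for no effect and reference inhibitor for full effect; nearly all actives have a fitted effect of over 55% in size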
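Compound pre-exposure to 0.75 nM APE1, 15 min at ambient temperature. Reaction initiated with 50 nM TAMRA/BHQ-2 THF substrate, read immediately in kinetic mode, 525 nm excitation, 598 nm emission.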
BAZ2B inh = BAZ2B (human) inhibition | Q9UIF8 | AlphaScreen BAZ2B-H3K14Ac peptide displacement | Potency, µM (top dose mostly 114 µM), inactives show top-dose activity change, negative = inhibition, hits mostly inhibitors | 4.4% of 360,000 active | AID 504333; also: % is scaled to controls: 0 for no effect and ±100 for the full control effect; nearly all actives have a fitted effect of over 60% in size
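In this displacement format the biotinylated H3(5-23) peptide acetylated at Lys14 serves as ligand at 50 nM, with BAZ2B at 50 nM in PBS pH 7.4 containing 0.01% Tween-20. Donor and acceptor beads are 10 ug/mL final.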
BLM inh = inhibitors of human Bloom syndrome helicase BLM; P54132; recombinant BLM DNA unwinding, fluorescence dequenching; Potency, µM (doses to about 56.1 µM), inactives show at the highest dose activity change, negative = inhibition, hits mostly inhibitors; 0.2% of 350,000 active; AID 2528;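 also: plate controls were vehicle for no effect and no enzyme for full effect; nearly all actives have a fitted effect of over 35% in size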
* hit, by the source's call; ? = inconclusive; / = no result given; [ ] = dose if it differs, or a comment. Calls follow the shape of the dose curve; as a rule, active = well fitted curve in the direction sought with a large enough effect; inconclusive = small, poorly fitted or top-dose-only effect, or another doubt; inactive = no such curve, though single readings can be large; an effect the other way counts as inactive or inconclusive. Potency is read from the fitted curve at half-maximal effect. Only part of the results is shown; rates above refer to the full screens.

Letters: A = Pol eta inh; B = Apoferritin bind; C = Pol kappa inh; D = G9a inh; E = Pol iota inh; F = POLB inh; G = APE1 inh; H = BAZ2B inh; I = BLM inh
> Cc1ccc(COC(=O)c2cccc(S(=O)(=O)N3CCCCCC3)c2)cc1
  A = -24%	B = /	C = -8%	D = -49%[0.0925 µM]	E = 12%	F = /	G = -1%	H = 33%[activator]	I = /

> CCOC(=O)c1[nH]c(C)c(C(=O)OCC(=O)N2CCCCC2C)c1C (stereo unspecified)
  A = -10%	B = ?	C = -2%	D = 3%[2.33 µM]	E = -3%	F = 4%	G = 4%	H = -21%	I = 2%

> CCSc1nnc(-c2sc3nnc(-c4ccccc4)c(-c4ccccc4)c3c2N)o1
  A = -10%	B = -18%	C = 2%	D = /	E = -10%	F = 3%	G = ?	H = 53%[activator]	I = -4%

> CC(C)(C)n1nc2c(c1NC(=O)C1CC(=O)N(c3ccc(Cl)cc3)C1)CS(=O)(=O)C2 (stereo unspecified)
  A = -12%	B = -6%	C = -2%	D = 6%	E = 6%	F = 27%	G = 26%	H = -32%	I = -9%

> CC(=O)Oc1ccc(C2(C)CC(C)(C)NC(=S)N2C)c(OC(C)=O)c1 (stereo unspecified)
  A = -12%	B = -5%	C = 14%	D = -29%	E = -4%	F = 7%	G = -1%	H = -1%	I = 0%

> CCN(CC)S(=O)(=O)c1ccc(-n2cnc3cc(C)c(C)cc32)nc1
  A = -6%	B = -7%	C = -7%	D = 3%	E = 47%[activator]	F = 4%	G = 28%	H = 2%	I = -5%

> CCCC(=O)Nc1ccccc1-c1nnn(CC(=O)Nc2ccc(OC)cc2)n1
  A = -2%	B = 6%	C = -10%	D = 2%[59 µM]	E = 3%	F = -12%	G = -5%	H = -1%	I = -1%

> CCCC(=O)N1CCN(c2ccc(NC(=O)C(C)(C)C)cc2Cl)CC1
  A = -14%	B = ?	C = 0%	D = ?	E = -22%	F = 5%	G = -1%	H = -3%	I = -3%

> C(=N\NC1=NCCN1)/c1ccncc1
  A = 12%	B = -11%	C = -5%	D = 40µM*	E = -41%	F = 1%	G = 3%	H = ?	I = 17%

> O=C1C(=O)N(CCCO)C(c2ccccc2)/C1=C(\O)c1ccc(Br)cc1 (stereo unspecified)
  A = -15%	B = -6%	C = 5%	D = 12%[0.501 µM]	E = 16%	F = -11%	G = 41%	H = -1%	I = -5%

> CCCCN(CC)CCCNC(=O)Cn1ncc2c([nH]c3ccc(C)cc32)c1=O
  A = -19%	B = -12%	C = 0%	D = -32%[59 µM]	E = 30%	F = 2%	G = /	H = 3%[57.1 µM]	I = -7%

> CCOc1ccc2c(c1)C(c1cccs1)=NNC(c1cccnc1)=N2
  A = -6%	B = -12%	C = -2%	D = -42%	E = 70%[activator]	F = 3%	G = -11%	H = 71µM*	I = -1%

> O=C(Nc1c[nH]c2c(Cl)cccc2c1=O)N1CCN(c2ccccn2)CC1
  A = 5%	B = -5%	C = 3%	D = /	E = 12%	F = 20%	G = -11%	H = 10%	I = -4%

> CCOc1ccc(CCNC(=O)c2nn(-c3ccc(OC)c(Cl)c3)c(=O)c3c2c2ccccc2n3C)cc1OCC
  A = -6%	B = -2%	C = 10%	D = 6%[59 µM]	E = 23%	F = 71%	G = /	H = /	I = -2%

> O=C(CNC(=O)c1[nH]cnc1C(=O)N[C@@H](Cc1ccccc1)C(=O)OCc1ccccc1)OCc1ccccc1
  A = -10%	B = 6%	C = 0%	D = 14%	E = -25%	F = 16%	G = 19%	H = -2%	I = -9%

> Cc1c(C(=O)O)c(-c2ccccc2)nn1-c1ccccc1
  A = -25%	B = 38%[activator]	C = -25%	D = 5%[59 µM]	E = 11%	F = 8%	G = -3%	H = -2%	I = 1%

> COc1cc(CN2CCCC(CO)(Cc3cccc(Cl)c3)C2)cc(OC)c1O (stereo unspecified)
  A = -7%	B = -13%	C = 3%	D = 50µM*	E = ?	F = -28%	G = 20%	H = -25%	I = -6%

> O=C(OCC(=O)N1CCc2ccccc21)c1ccccc1F
  A = -6%	B = -14%	C = -7%	D = 18%	E = ?	F = -21%	G = 56%	H = 5%	I = 0%

> COc1cc(/C=C2/SC(=S)N(c3c(C)n(C)n(-c4ccccc4)c3=O)C2=O)ccc1O
  A = ?	B = ?	C = -22%	D = 7%[12.7 µM]	E = 28µM*	F = 28µM*	G = -10%	H = 45µM*	I = -9%

> CN1CCN(C(=O)c2cc3nc(-c4ccc(Cl)cc4)cc(C(F)(F)F)n3n2)CC1
  A = -15%	B = 2%	C = -2%	D = 15%[59 µM]	E = 17%	F = 16%	G = ?	H = 9%	I = 1%

> O=[N+]([O-])c1cnc(Nc2ccccc2)nc1Nc1ccccc1
  A = -6%	B = -4%	C = -15%	D = -4%	E = -2%	F = 1%	G = 32%	H = -2%	I = -3%

> O=C(N/N=C\c1ccc([N+](=O)[O-])s1)C1COc2ccccc2O1 (stereo unspecified)
  A = -8%	B = -6%	C = 6%	D = 13%	E = 14%	F = 21%	G = 9%	H = -38%	I = -6%

> CC(C)OC(=O)CC1C(=O)NCCN1C(=S)NC(=O)c1ccccc1Cl (stereo unspecified)
  A = -17%	B = -6%	C = -8%	D = ?	E = -30%	F = 18%	G = 7%	H = 27%	I = -10%

> O=C(Nc1ccc(N2CCN(C(=O)c3ccc(Cl)cc3)CC2)cc1)c1ccc(Br)o1
  A = -9%	B = -11%	C = -15%	D = ?	E = 0%	F = -9%	G = -4%	H = ?	I = -7%

> CCn1c(SC)nnc1-c1nn(-c2ccccc2)ccc1=O
  A = 8%	B = -6%	C = -7%	D = 5µM*	E = 53%[activator]	F = ?	G = -5%	H = ?	I = -4%

Looked up one by one from the list above (2):
Letters: A = Pol eta inh; B = Apoferritin bind; C = Pol kappa inh; D = G9a inh; E = Pol iota inh; F = POLB inh; G = APE1 inh; H = BAZ2B inh; I = BLM inh
> O=C(Nc1c[nH]c2c(Cl)cccc2c1=O)N1CCN(c2ccccn2)CC1
  A = 5%	B = -5%	C = 3%	D = /	E = 12%	F = 20%	G = -11%	H = 10%	I = -4%

> CCCC(=O)N1CCN(c2ccc(NC(=O)C(C)(C)C)cc2Cl)CC1
  A = -14%	B = ?	C = 0%	D = ?	E = -22%	F = 5%	G = -1%	H = -3%	I = -3%

Going on with the list:
Letters: A = Pol eta inh; B = Apoferritin bind; C = Pol kappa inh; D = G9a inh; E = Pol iota inh; F = POLB inh; G = APE1 inh; H = BAZ2B inh; I = BLM inh
> Cc1ccc(-n2ncc3c2CC(C)(C)CC3NC(=O)Cc2c(C)noc2C)cc1 (stereo unspecified)
  A = -19%	B = -11%	C = -5%	D = ?	E = 19%	F = 1%	G = 4%	H = -2%	I = -2%

> Cc1cc(NC(=O)CSc2nnc(-c3ccncc3)n2N)ccc1Br
  A = 7%	B = ?	C = -1%	D = 35µM*	E = 6%	F = 9%	G = 5%	H = 11%	I = 0%

> Cn1cc(C=O)c(-c2ccc3c(c2)OCCCO3)n1
  A = 5%	B = -7%	C = -8%	D = -8%[59 µM]	E = 52%[activator]	F = 20%	G = 35%	H = 4%	I = -2%

> CCN(CC)C(=O)[C@H]1CC(CC(=O)NCc2ccc(OC)c(OC)c2)C(=O)N2CCc3c([nH]c4ccccc34)[C@]12C (stereo partly specified)
  A = -7%	B = /	C = -7%	D = /	E = -24%	F = /	G = 48%	H = /	I = /

> COc1cccc(NC(=O)CSc2nncn2N)c1
  A = 0%	B = -6%	C = 0%	D = 4%[59 µM]	E = 16%	F = -2%	G = 16%	H = 0%	I = 1%

> CC(NC(=O)c1ccc(S(=O)(=O)N(C)C)cc1)c1ccc(-n2ccnc2)cc1 (stereo unspecified)
  A = -16%	B = -3%	C = -16%	D = 2%	E = 34%[activator]	F = -1%	G = 47%[activator]	H = -34%	I = -1%

> COc1ccc([N+](=O)[O-])cc1NC(=O)CCN1CCN(c2ccccc2OC)CC1
  A = -13%	B = -3%	C = -9%	D = 16%[59 µM]	E = 3%	F = 68%	G = 16%	H = 2%	I = -3%

> CC1(C(=O)NCc2ccc(F)cc2)Oc2ccccc2NC1=O (stereo unspecified)
  A = 5%	B = -1%	C = -8%	D = -11%	E = 2%	F = -24%	G = -2%	H = -10%	I = -4%

> CC(C)CN1CC[C@@]2(CCCN(C(=O)c3cccc(F)c3)C2)C1
  A = /	B = /	C = -4%[60.1 µM]	D = -3%[12.7 µM]	E = /	F = /	G = 4%	H = /	I = 5%

> CC1CCN(C(=O)c2ccc(S(=O)(=O)Cc3cccc(F)c3)c([N+](=O)[O-])c2)CC1
  A = -25%	B = -5%	C = -4%	D = 23%[59 µM]	E = 63%[activator]	F = 36%	G = 16%	H = 9%	I = -2%

> CCn1c2c(c(=O)n3ncc(C(=O)Nc4ccc(C(=O)OC)cc4)c13)CN(Cc1ccc(OC)cc1)CC2
  A = -16%	B = -3%	C = -14%[60.1 µM]	D = 28µM*	E = 5%	F = 1%	G = /	H = -24%	I = -8%

> O=C(NCCOc1ccccc1F)C1CC(=O)N(c2ccc3c(c2)OCCO3)C1 (stereo unspecified)
  A = -16%	B = /	C = -2%	D = -1%[12.7 µM]	E = 24%	F = /	G = 40%	H = -2%	I = /

> CCc1ccc(C(=O)NNC(=O)c2cccc(S(=O)(=O)N3CCN(C)CC3)c2)cc1
  A = 2%	B = /	C = -8%	D = 56µM*	E = 0%	F = /	G = 10%	H = 12%	I = /

> Cc1cc(NC(=O)CSc2nnc(Cc3ccccc3)n2C)no1
  A = 0%	B = 6%	C = 1%	D = -4%[59 µM]	E = 7%	F = -16%	G = -1%	H = 1%	I = 2%

> COC(=O)C[C@H](NC(=O)[C@H](C)NC(=O)[C@@H](NC(=O)OCc1ccccc1)C(C)C)C(=O)CF
  A = /	B = -7%	C = 5%[19.4 µM]	D = 37%[59 µM]	E = /	F = /	G = 0%	H = /	I = /

> COc1cc(NC(=S)NCCCN2CCOCC2)c(OC)cc1NC(=O)c1ccco1
  A = -12%	B = -2%	C = -6%	D = -13%	E = 35%[activator]	F = -1%	G = 6%	H = -1%	I = 2%

> O=C(NC(NC(=S)Nc1cccc(C(=O)O)c1)C(Cl)(Cl)Cl)OCc1ccccc1 (stereo unspecified)
  A = 2%	B = -14%	C = -12%	D = ?	E = 129%[activator]	F = 1%	G = -3%	H = -25%	I = -1%

> CCc1ccc2occ(CC(=O)Nc3c(C(=O)c4ccc(C)cc4)oc4ccccc34)c2c1
  A = -26%	B = -13%	C = -21%	D = 19%[59 µM]	E = -10%	F = 6%	G = /	H = 5%	I = 5%

Screening results (PubChem)
